OX1R antag: OX1R (HCRTR1) antagonists, primary screen, fluorescence, CHO/OX1R cells, Fluo-8 calcium, orexin A; Orexin/Hypocretin receptor type 1 (Homo sapiens), O43613; Fluo-8 calcium fluorescence; inhibition, % at 5 µM; 0.43% of 330,000 active; AID 434989, 2010;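 active means inhibition above its plate's threshold, mean inhibition of all tested compounds on the plate plus 3 SD, cut at about 37% in these data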;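 further: 0% = orexin A challenge wells and 100% = SB-334867-A antagonist wells; not every result past the cut was called active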
Target sequence (O43613 whole entry, looked up): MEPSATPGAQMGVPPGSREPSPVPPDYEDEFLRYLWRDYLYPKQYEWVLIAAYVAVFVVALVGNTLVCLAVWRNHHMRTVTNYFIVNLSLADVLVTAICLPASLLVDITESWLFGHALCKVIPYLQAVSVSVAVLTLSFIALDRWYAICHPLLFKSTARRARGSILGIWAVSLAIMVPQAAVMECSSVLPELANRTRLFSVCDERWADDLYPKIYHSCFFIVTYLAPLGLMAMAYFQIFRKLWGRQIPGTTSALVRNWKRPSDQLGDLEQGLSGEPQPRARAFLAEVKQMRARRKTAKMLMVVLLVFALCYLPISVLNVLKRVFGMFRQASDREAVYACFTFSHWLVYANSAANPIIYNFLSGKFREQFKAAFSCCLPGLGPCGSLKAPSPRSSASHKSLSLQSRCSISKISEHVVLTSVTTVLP
CHT PAM: CHT positive allosteric modulators, primary screen, cell-based, membrane potential dye, choline EC20. CHT-expressing cells; active compounds read high; LV-AA mutant CHT in HEK293 cells. B-score at 10 µM. 0.49% of 310,000 active;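 active means initial fluorescence not abnormally high and integrated response B-score, plate-corrected, over 3 SD above library mean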
Target sequence (Q9GZV3 whole entry, looked up): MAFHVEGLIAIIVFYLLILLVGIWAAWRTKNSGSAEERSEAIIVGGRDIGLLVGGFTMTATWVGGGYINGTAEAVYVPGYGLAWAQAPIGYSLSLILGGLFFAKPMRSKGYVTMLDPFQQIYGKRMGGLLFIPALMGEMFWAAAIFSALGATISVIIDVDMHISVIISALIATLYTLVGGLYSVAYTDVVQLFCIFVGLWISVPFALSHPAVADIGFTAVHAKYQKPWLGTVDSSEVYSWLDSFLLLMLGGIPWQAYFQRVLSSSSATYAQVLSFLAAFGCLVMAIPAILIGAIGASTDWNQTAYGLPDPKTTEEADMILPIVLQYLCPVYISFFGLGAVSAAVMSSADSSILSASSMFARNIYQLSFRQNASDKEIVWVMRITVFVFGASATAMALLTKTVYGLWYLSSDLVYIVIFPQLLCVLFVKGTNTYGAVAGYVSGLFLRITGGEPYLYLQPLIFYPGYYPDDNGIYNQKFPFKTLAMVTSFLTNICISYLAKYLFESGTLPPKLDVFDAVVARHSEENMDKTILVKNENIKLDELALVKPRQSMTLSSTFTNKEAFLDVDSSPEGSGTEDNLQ
Starred values were filed as active, the others as inactive; i = inactive; / = not tested or not shown; & = joins results of further samples; ! = a repeat was not active.

structure | OX1R antag | CHT PAM
Cc1cc(Nc2ccc(C(=O)O)cc2)nc(N)n1 | -15.6 | i
COc1cccc(NC(=O)CN2C(=O)C(=O)N(C3CCCC3)C2=O)c1 | -10.8 | /
CC(Sc1nc(N2CCOCC2)c2c(c1C#N)CC(C)(C)OC2)C(=O)O (configuration not stated) | -14.9 | i
O=C(CN1C(=O)c2ccccc2S1(=O)=O)NC1CCCCCC1 | -10.0 | i
Fc1ccccc1N1CCN(CCCc2ccccc2)CC1 | -25.5 | i
CCC(=O)Nc1nc2nc(-c3ccccc3)cc(=O)n2[nH]1 | 3.4 | i
CS(=O)(=O)N(CC(=O)Nc1ccccc1C(=O)N1CCOCC1)c1ccc2c(c1)OCO2 | -22.4 | i
COc1ccccc1N(CC(=O)NCC1CCCO1)C(=O)CNS(=O)(=O)c1ccc(Cl)cc1 (configuration not stated) | -25.1 | i
COCCCn1c(C)nnc1SCC(=O)NCc1ccco1 | -1.8 | i
COc1ccc(C(C)(C)C)cc1NS(=O)(=O)c1cccc2cccnc12 | / | i
Cc1nc(NCCc2ccc(F)cc2)c2nnn(Cc3ccccc3)c2n1 | -5.4 | i
Cc1cccc(NCCNc2cccc(C)c2)c1 | -47.2 | i
CN1CCN(CCNC(=O)c2cc3c(=O)n(C)c4ccccc4c3n2C)CC1 | -18.6 | i
O=C(C[C@H]1C/C=C\C[C@@H](Cc2ccc(F)cc2)C(=O)OC[C@@H]2CCCN2C1=O)NCCO | -9.9 | /
O=C(c1cc(COc2ccc3ncccc3c2)on1)N1CCC(O)CC1 | -2.3 | i

More structures
structure | OX1R antag | CHT PAM
CC1CCCN(CCCNC(=O)CCn2nc(-c3ccccc3)ccc2=O)C1 (configuration not stated) | 5.4 | i
Cc1ccccc1C(=O)Nc1nnc(-c2ccc(F)cc2)o1 | -10.3 | i
O=C1c2ccccc2S(=O)(=O)N1Cc1cc(=O)n2ccsc2n1 | -20.2 | i
Cc1ccc(S(=O)(=O)NCCCN2CCOCC2)cc1C | -2.8 | i
CC(=O)c1ccccc1NC(=O)CC1(CC(=O)O)CCCCC1 | -12.6 | i
CCN1C(=NCCc2ccccn2)N[C@@H](c2cccc(F)c2)C(C(=O)OC)=C1C | -18.0 | i
O=C(NCc1ccccc1Cl)c1ccc(Br)o1 | -15.5 | i
CCCn1c(SCC(=O)Nc2nnc(-c3ccccc3)s2)nnc1-c1ccccn1 | 10.3 | i
Cc1ccc(-c2nn[nH]n2)cc1Cl | -4.2 | i
COc1cccc(CN(C)CC(=O)NCc2ccc(C)cc2)c1 | -17.7 | i
O=C(O)C1C2CC3C(OC(=O)C31)C2Cl (configuration not stated) | -3.6 | i
CCOC(=O)N1CCN(C(=O)CSc2ccc(-c3cccc(OC)c3)nn2)CC1 | -38.0 | i
COc1cccc(-c2noc(CCCC(=O)Nc3ccc(C(N)=O)cc3)n2)c1 | -6.4 | i
O=C(Nc1cccc2ncccc12)c1cccnc1 | 1.4 | i
C[C@@H]1CN(Cc2nc(-c3cccs3)no2)C[C@H](C)O1 | -4.8 | i

The last three entries of the section before are carried over, then new ones follow.
structure | OX1R antag | CHT PAM
COc1cccc(-c2noc(CCCC(=O)Nc3ccc(C(N)=O)cc3)n2)c1 | -6.4 | i
O=C(Nc1cccc2ncccc12)c1cccnc1 | 1.4 | i
C[C@@H]1CN(Cc2nc(-c3cccs3)no2)C[C@H](C)O1 | -4.8 | i
COc1cc(/C=C2/C(=O)c3cccc([N+](=O)[O-])c3C2=O)c(Br)cc1O | -1.9 | i
CC(C)C[C@@H](CO)N1CCN(Cc2cccc(C#N)c2)CCC1=O | -12.0 | i
COc1cccc(/C(O)=C2/C(=O)C(=O)N(CCN3CCOCC3)C2c2cccnc2)c1 (configuration not stated) | -7.4 | i
COc1ccc(CN2CC[C@H]3C=CC[C@@H](C(=O)NCCc4ccccc4)[C@H]3C2=O)cc1OC | 19.8 | i
CC(=O)Nc1cccc(-c2csc(Nc3ccccn3)n2)c1 | -9.9 | i
Cc1cc(NC(=O)CCCS(=O)(=O)c2nc(-c3cccs3)cc(C(F)(F)F)n2)no1 | -2.7 | i
CCc1c(C)nc(N2CCN(c3ccc(OC)cc3)CC2)[nH]c1=O | -12.7 | i
CCCC1OC23CCCCC2C(C#N)(C#N)C1(C#N)C(=N)O3 (configuration not stated) | -8.5 | i
Cc1ccc(OCCC(=O)N2CCN(c3ccc(O)cc3)CC2)cc1 | -17.6 | i
CN(C)C(=O)COc1ccc2cc(-c3ccccc3)c(=O)oc2c1 | -13.9 | i
COc1ccc(-c2n[nH]c(C)c2-c2ccc(Cl)cc2)c(O)c1OC | -7.7 | i
COc1ccc(SN=C2C(C)=CC(=O)C=C2C)cc1 | -27.9 | i
CC1=C(C(=O)N2CCOCC2)C(c2cc(C)ccc2C)NC(=S)N1 (configuration not stated) | -14.0 | i
O=C(NC1CC2CCCC(C1)N2C(=S)NCCc1ccccc1)C1CC1 (configuration not stated) | 7.4 | i
COc1ccccc1NC(=O)Cn1cc(C#N)c2ccccc21 | -13.6 | i

Full records from above. Order of values: OX1R antag, CHT PAM
CS(=O)(=O)N(CC(=O)Nc1ccccc1C(=O)N1CCOCC1)c1ccc2c(c1)OCO2 is entered as -22.4, i
CCc1c(C)nc(N2CCN(c3ccc(OC)cc3)CC2)[nH]c1=O is entered as -12.7, i
O=C(Nc1cccc2ncccc12)c1cccnc1 is entered as 1.4, i
COCCCn1c(C)nnc1SCC(=O)NCc1ccco1 is entered as -1.8, i
Cc1cc(NC(=O)CCCS(=O)(=O)c2nc(-c3cccs3)cc(C(F)(F)F)n2)no1 is entered as -2.7, i

(more compounds)
structure | OX1R antag | CHT PAM
Cc1ccc(-c2ccc(=O)n(CC(=O)NCCCN3CCCCC3C)n2)cc1 (configuration not stated) | 5.4 | i
Cc1ccc(-c2cc(C(=O)OCC(=O)N(C)c3c(N)n(Cc4ccccc4)c(=O)[nH]c3=O)c3ccccc3n2)o1 | -7.6 | i
Nc1nc(SCC(=O)N2CCCC2)[nH]c(=O)c1NC(=O)c1cccs1 | 0.2 | i
O=C1COc2ccc(C(=O)COC(=O)CCOc3ccccc3)cc2N1 | -14.0 | /
CC(C)(C)NC(=O)c1nc2ccccc2s1 | -12.9 | i
CCCC/C(O)=C1\C(=O)CC(C)(C)CC1=Nc1ccc(N)cc1 | -18.5 | i
Cc1noc(C(=O)N2CC3(C)CC2CC(C)(C)C3)c1Cl (configuration not stated) | -18.8 | i
CC1(C)CC[C@]2(C(=O)O[C@@H]3O[C@H](CO)[C@@H](O)[C@H](O)[C@H]3O)CC[C@]3(C)C(=CCC4[C@@]5(C)CC[C@H](O[C@@H]6O[C@H](C(=O)O)[C@@H](O[C@H]7OC[C@@H](O)[C@@H](O)[C@@H]7O)[C@H](O)[C@H]6O)C(C)(C)C5CC[C@]43C)[C@@H]2C1 (some centres not stated) | 6.3 | /
CCCCN(C)CCNC(=O)CN1C(=O)CSc2ccc(S(=O)(=O)N3CCCC3)cc21 | 4.8 | i
Nc1ncnc2nc(N3CCN(C(=O)c4ccccc4)CC3)[nH]c12 | -20.4 | i
CN1CCN(C(=O)c2ccc(OCCOc3ccccc3)cc2)CC1 | -6.2 | i
COc1ccc(S(=O)(=O)NCc2ccc(C)cc2)cc1 | -2.1 | i
O=C(N/N=C\c1cccnc1)c1ccc(Cl)s1 | / | i
Cc1cccn2c(CNCC3(c4ccccc4)CCCC3)c(C(=O)N3CCOCC3)nc12 | -23.8 | i
O=C(O)C(Cc1ccc(O)cc1)N1C(=O)C2CCCCC2C1=O (configuration not stated) | -7.3 | i

Continued:
structure | OX1R antag | CHT PAM
COc1ccc2c(c1)C(=O)/C(=C/C=C/c1ccccc1)CC2 | -15.8 | i
CCc1ccccc1NC(=O)Cn1nc(C)n2cccc2c1=O | -26.1 | i
Cc1cccc(C=Nc2ccccc2C(N)=O)c1 | 7.0 | i
COc1ccc(NC(=S)N(CCc2c(C)[nH]c3ccccc23)Cc2cccnc2)cc1 | -20.6 | i
Cc1ccc(S(=O)(=O)N2CCN(c3cnn(-c4ccccc4)c(=O)c3Cl)CC2)cc1 | -10.7 | i
CCOC(=O)c1c(NC(=O)c2cccs2)sc(C)c1C | -16.1 | i
O=C(NCCCO)C(=O)NCC(c1ccc2c(c1)OCO2)N1CCN(c2ccc(F)cc2)CC1 (configuration not stated) | -6.2 | i
O=C(CSc1ccc(Cl)cc1Cl)N1CCC(c2nc3ccccc3s2)CC1 | 11.8 | i
O=C(NCc1ccccc1C(F)(F)F)C1CC(c2ccccc2C(F)(F)F)=NO1 (configuration not stated) | -45.6 | i
CC(=O)Nc1nnc(-c2c(-c3c(Cl)cccc3Cl)noc2C)o1 | -27.1 | i
Cc1ccc(S(C)(=O)=NC(=O)c2cc(C)on2)cc1 (configuration not stated) | 25.2 | i
CCCC(C)c1nnc(NC(=O)C(=O)OCC)s1 (configuration not stated) | -1.1 | i
CCOC(=O)C1CCCN(c2cc(=O)n(-c3ccccc3Cl)c(=O)[nH]2)C1 (configuration not stated) | -6.7 | i
COc1ccc(C2N(C(=O)CN3CCCC3)CCCN2S(=O)(=O)c2ccccc2)cc1 (configuration not stated) | -17.3 | i
CC(C)(C)OC(=O)C[C@@H]1C/C=C\C[C@@H](CC(=O)N(CCO)Cc2ccccc2)C(=O)N[C@@H](c2ccccc2)COC1=O | -40.8 | /

Remaining list, next part:
structure | OX1R antag | CHT PAM
COC(=O)C1=C(NC(=O)c2ccccc2[N+](=O)[O-])CCS1 | -28.1 | i
Cc1ccc(OCc2nc(C#N)c(N3CCCC3)o2)cc1 | -36.9 | i
COc1ccc(C(=O)NC(=O)COC(=O)C2COc3ccccc3O2)cc1 (configuration not stated) | -16.4 | i
Cc1cccc([N+](=O)[O-])c1NC(=O)CSc1nnc2ccccn12 | -14.0 | /
CCOC(=O)c1c(S(=O)(=O)NCc2ccc(C)o2)c(C)n(C)c1C | -20.9 | i
COc1ccc(C(=O)CSc2nnc(-c3ccco3)n2C)cc1 | -5.6 | i
Cc1cc(C)cc(N(CC(=O)NCc2ccco2)S(=O)(=O)c2c(C)noc2C)c1 | -20.4 | i
CCCOc1ccc(NC(=O)CC2C(=O)N(CC)C(=S)N2CCNC(C)=O)cc1 (configuration not stated) | -16.1 | i
Cc1c(N=Cc2ccco2)c(=O)n(-c2ccccc2)n1C | 12.8 | i
O=C(c1cnn(C(=O)c2ccco2)c1)c1ccccc1O | 5.2 | /
CCC(C)(C)NC(=O)C(c1ccncc1)N(Cc1ccc(C)cc1)C(=O)c1csnn1 (configuration not stated) | -39.2 | i
COC(=O)CSc1nnc(CNC(=O)c2ccc(OC)cc2OC)n1C | -1.3 | i
O=C(/C=C/c1ccccc1)N/C(=C/c1ccccc1)C(=O)N1CCCCC1 | -20.7 | i
CC(Sc1ncc(C#N)c(N)n1)C(=O)Nc1ccccc1 (configuration not stated) | -7.8 | i
CSC1=NCCN1C(=O)c1ccc(C)cc1 | -11.6 | i

Next part.
structure | OX1R antag | CHT PAM
O=C(NNC(=O)c1ccccc1O)c1ccc(Cl)c(S(=O)(=O)N2CCc3ccccc32)c1 | 39.7* | i
CCOCCCn1c(=S)[nH]c2cc3c(cc2c1=O)OCO3 | -15.1 | i
O=C(NN1C(=O)NC2(CCCCC2)C1=O)c1cccs1 | 12.6 | /
Cn1c(SCC(=O)NC(=O)NCc2ccco2)nnc1-c1ccccc1 | -19.3 | i
CC(C)(C)OC(=O)C[C@@H]1C/C=C\C[C@H](CC(=O)N[C@H](CO)Cc2ccccc2)C(=O)N[C@@H](Cc2c[nH]c3ccccc23)COC1=O | 6.2 | /
Cc1ccc(N=C2NC(=O)/C(=C\c3ccco3)S2)cc1 | -6.9 | i
CC(C)c1onc(C(=O)N2C(C)CCCC2C)c1[N+](=O)[O-] (configuration not stated) | 3.6 | i
CC(C(=O)NCc1ccco1)n1cc([N+](=O)[O-])cn1 (configuration not stated) | -6.6 | i
COc1ccc([N+](=O)[O-])cc1NC(=O)C(C)N1CCN(C(=O)c2ccco2)CC1 (configuration not stated) | -23.8 | i
O=C(NCc1ccccc1F)c1cc(=O)[nH]c2ccccc12 | -10.6 | i
O=C(COC(=O)c1ccccc1C(=O)N1CCN(c2ccccc2)CC1)Nc1ccc(F)cc1 | -21.9 | i
Cc1ccc(C(=O)N2CCCC(CCC(=O)N3CCN(c4ccccn4)CC3)C2)s1 (configuration not stated) | -44.0 | i
COc1ccc2[nH]c(=O)c(CN(CCO)C(=O)c3ccccc3F)cc2c1 | -5.9 | i
C=COCCNC(=O)Nc1ccc(Cl)c(Cl)c1 | 0.0 | i
Cc1ccc(C(=O)C[n+]2cc(-c3ccccc3)n3c2CCCCC3)cc1 | -16.2&-9.4 | 7.44*!

Further entries follow.
structure | OX1R antag | CHT PAM
O=C(CCn1nnc2ccccc21)OCC(=O)c1ccc(F)cc1 | -8.2 | i
Cc1ccc(C(=O)NC(NC(=O)c2ccc(C)cc2)C(Cl)Cl)cc1 | -3.7 | i
Cc1cc(C)c2nc(NC(=O)c3ccc([N+](=O)[O-])o3)sc2c1 | -21.6 | i
Cc1csc(CN(C)C(=O)C2CCC(=O)N(CCCc3ccccc3)C2)n1 (configuration not stated) | -13.1 | i
Cc1cccnc1NC(=O)c1ccc(S(=O)(=O)N2CCC(C)CC2)cc1 | 4.0 | i
O=C(CSc1nc2ccccc2c(=O)n1CC1CCCO1)NCc1ccc2c(c1)OCO2 (configuration not stated) | -31.0 | i

2 entries picked at random from those above, as already listed:
structure | OX1R antag | CHT PAM
Cc1csc(CN(C)C(=O)C2CCC(=O)N(CCCc3ccccc3)C2)n1 (configuration not stated) | -13.1 | i
Cc1cc(C)c2nc(NC(=O)c3ccc([N+](=O)[O-])o3)sc2c1 | -21.6 | i

Compound activity deposited in PubChem by several laboratories.
